# BoNT F protease = BoNT/F light chain protease inhibitors, primary screen, biochemical, flow cytometry, MLPCN library. Botulinum neurotoxin type F light chain protease (Clostridium botulinum). Multiplex microsphere protease cleavage assay. inhibition, % at 10 µM. 360,000 tested, 0.22% active. AID 588497, 2011; in the data active = inhibition above about 35%, passing the limit was not always enough; inconclusive = no clear call, values can overlap the other calls; note: plate controls were buffer without enzyme for full effect and enzyme alone for no effect
# GDH-TPI inh = GDH-TPI coupling enzyme inhibitors, primary screen, artefact control for M. tuberculosis FBA inhibitor project, biochemical, absorbance, full deck | inhibition, % at 4.8 µM | AID 588335, 2011 | GDH-TPI coupled enzyme counterscreen, NADH absorbance | 360,000 tested, 1.2% active;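 note: 0% = DMSO wells and 100% = wells lacking the enzyme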
# Mtb BioA inh = M. tuberculosis BioA enzyme inhibitors, primary screen, biochemical, plate reader, single point, HTS; inhibition, % at 9.99 µM; AID 602481, 2012; purified M. tuberculosis BioA enzyme; 7,8-diaminopelargonic acid synthase BioA (Mycobacterium tuberculosis); 360,000 tested, 0.096% active; in the data active = inhibition above about 40%; inconclusive = no clear call, values can overlap the other calls
# FBA Mtb inh = Mtb FBA enzyme inhibitors, primary screen, biochemical, fluorescence, strain H37Rv. Fructose-bisphosphate aldolase (Mycobacterium tuberculosis (strain ATCC 25618 / H37Rv)), …. purified M. tuberculosis FBA, fluorescence read-out. inhibition, % at 1 µM. 360,000 tested, 2.3% active; in the data active = inhibition above about 27%;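 note: 0% = vehicle and 100% = reference inhibitor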
# Target sequence (P9WQA3 whole entry, looked up): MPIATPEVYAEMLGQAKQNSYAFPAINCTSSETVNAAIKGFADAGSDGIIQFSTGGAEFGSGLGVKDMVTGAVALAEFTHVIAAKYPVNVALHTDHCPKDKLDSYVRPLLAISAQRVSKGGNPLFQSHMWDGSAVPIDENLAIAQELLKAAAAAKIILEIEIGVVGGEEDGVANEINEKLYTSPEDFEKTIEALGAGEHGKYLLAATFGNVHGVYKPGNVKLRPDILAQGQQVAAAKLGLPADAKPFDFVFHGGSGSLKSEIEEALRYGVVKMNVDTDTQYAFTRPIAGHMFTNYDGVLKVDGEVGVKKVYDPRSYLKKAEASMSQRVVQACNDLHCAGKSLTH
# Mtb UGM inh = M. tuberculosis UGM enzyme inhibitors, primary screen, biochemical, fluorescence polarization, single point; 320,000 tested, 0.06% active; purified UGM, fluorescence polarization probe displacement; inhibition, % at 10 µM; AID 504406, 2011; in the data active = inhibition above about 10%, passing the limit was not always enough; inconclusive = no clear call, values can overlap the other calls
# Target sequence (P9WIQ1 whole entry, looked up): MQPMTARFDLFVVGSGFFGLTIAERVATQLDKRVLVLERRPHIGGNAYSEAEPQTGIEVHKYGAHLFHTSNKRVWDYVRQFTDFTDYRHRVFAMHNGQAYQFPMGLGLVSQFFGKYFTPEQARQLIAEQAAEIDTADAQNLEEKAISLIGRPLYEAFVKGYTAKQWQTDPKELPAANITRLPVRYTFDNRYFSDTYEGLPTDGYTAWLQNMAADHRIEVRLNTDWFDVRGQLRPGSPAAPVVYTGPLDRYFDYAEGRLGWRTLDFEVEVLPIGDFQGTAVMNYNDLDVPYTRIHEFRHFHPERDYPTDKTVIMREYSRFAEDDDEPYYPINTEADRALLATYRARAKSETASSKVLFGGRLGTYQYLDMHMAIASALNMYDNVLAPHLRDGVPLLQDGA
# PrPC surface inh = inhibitors of human cell surface prion protein PrPC, primary screen, cell-based, TR-FRET. TR-FRET read-out. inhibition, % at 13.8 µM. 370,000 tested, 0.43% active. AID 720596, 2013; in the data active = inhibition above about 24%; note: 0% = median of the test wells and 100% = reference compound wells
# FadD28 binding = inhibitors of FadD28 bisubstrate probe binding, primary screen, biochemical, fluorescence polarization, single point; Mycobacterium tuberculosis FadD28 fatty-acid-AMP ligase; inhibition, % at 12.5 µM; 360,000 tested, 0.22% active; in the data active = inhibition above about 8.5%, passing the limit was not always enough; inconclusive = no clear call, values can overlap the other calls
# BoNT-A LC inh2 = BoNT/A light chain protease inhibitors, primary screen, biochemical, flow cytometry, MLPCN library; 360,000 tested, 0.17% active; multiplex microsphere protease substrate cleavage; Botulinum neurotoxin type A light chain protease (Clostridium botulinum A str. ATCC 3502); inhibition, % at 10 µM; AID 588499, 2011; in the data active = inhibition above about 30%; inconclusive = no clear call, values can overlap the other calls; note: plate controls were buffer without enzyme for full effect and enzyme alone for no effect
# CCHFV vOTU inh = CCHFV vOTU protease inhibitors, primary screen, biochemical, Pep-AMC substrate, fluorescence. 370,000 tested, 0.55% active. AID 651958, 2012. inhibition, % at 11.5 µM. Crimean-Congo hemorrhagic fever virus L polyprotein viral ovarian tumor (vOTU) protease …; note: 0% = vehicle wells with enzyme and 100% = no enzyme wells
# Active calls of the source: *; ? = inconclusive; . = not tested or not shown. Cut-off read from the data, not from the text of the source, unless noted: active = inhibition above about 30%; inactive = the rest.
SMILES,BoNT F protease,GDH-TPI inh,Mtb BioA inh,FBA Mtb inh,Mtb UGM inh,PrPC surface inh,FadD28 binding,BoNT-A LC inh2,CCHFV vOTU inh
CCOc1ccc2ncc(S(=O)(=O)c3ccccc3)c(N3CCN(c4ccccc4)CC3)c2c1,-4,-8,.,2,0.9,6,-3.3,-0.1,-6
CCCOc1cccc(C(=O)NCCNC(=O)c2ccccn2)c1,-1,-2,1.2,-2,-0.5,4,0.3,-0.7,9
C=C1CCC[C@]2(C)C[C@H]3OC(=O)C(CNC(CC)CO)[C@H]3CC12 (some centres not stated),8,-10,-0.1,-2,1.0,-1,.,1.2,-4
Cc1cc(C(=O)NNc2ccc(F)cc2)no1,.,6,-0.8,-2,-1.5,17,-0.1,.,-9
NS(=O)(=O)c1cccc(NC(=O)COC(=O)CC2CC3CCC2C3)c1 (configuration not stated),-1,3,.,5,3.6,11,1.3,-0.8,5
COc1ccccc1-n1cc(C(=O)NCC(=O)NCc2ccc(F)cc2)c2ccccc2c1=O,-1,-1,.,4,-1.2,5,-3.8,-0.1,-1
CN(C(=O)c1cccc(NC(=O)Cc2ccc(NC(=O)C3CCCN(C(=O)c4ccccc4)C3)cc2)c1)C1CCC1 (configuration not stated),-2,-2,-0.4,-2,.,-3,-3.1,0.0,-4
Cc1ccc(OC(=O)c2cccnc2)cc1,0,3,-0.9,-1,-0.2,1,-0.8,-0.6,-4
CCOC(=O)c1cnc2c(C(F)(F)F)cccc2c1N1CCN(C)CC1,-3,12,.,3,-4.9,-9,-2.2,0.3,1
COc1ccc([C@H]2C[C@@H](O)C[C@@H](CCn3cc(-c4ccccc4)nn3)O2)cc1,-3,.,.,.,.,6,.,0.4,-2
CCC(C)C(NC(=O)CCC(=O)OCC(=O)[C@@]1(O)CCC2[C@@H]3CCC4=CC(=O)C=C[C@]4(C)C3[C@@H](O)C[C@@]21C)C(=O)O (some centres not stated),15,0,0.7,0,4.4,1,1.5,-0.3,-9
O=C(c1noc2c1CCCC2)N1CCOCC1,3,4,-3.0,3,-1.6,.,-1.3,-0.4,.
O=C(COC(=O)/C=C/c1ccc(C(F)(F)F)cc1)NCc1ccco1,7,-1,-0.5,-1,2.7,7,-3.2,0.7,0
CCN(C(=S)NC(=O)c1ccccc1Br)C1CCCCC1,1,18,.,-2,-0.6,-1,-1.5,-0.4,-7
COc1ccc(OC)c(NC(=O)C2CCCCC2C(=O)O)c1 (configuration not stated),?,-6,-0.5,-3,-0.8,3,-4.0,1.8,8
Cn1c(=O)c2c(n(Cc3ccccc3)c1=O)NC(=O)C2CC(=O)NCc1cccc(Cl)c1 (configuration not stated),-7,9,-1.3,0,2.9,0,-1.8,-0.6,4
C[C@H]1COc2cccc(N3CCC[C@@H]3CO)c2S(=O)(=O)N1,6,.,.,.,.,3,.,0.1,2
O=C(CNc1ccccc1C(=O)O)c1ccccc1,-7,2,-1.0,28*,-0.8,1,-0.1,0.5,-14
COC(=O)CC(NC(=S)NC(=O)c1ccccc1)c1ccc(Br)cc1 (configuration not stated),2,0,-4.1,3,-3.2,4,-0.6,-0.8,13
Cc1ccc([C@H]2C[C@@H](n3cc(C4CC4)nn3)[C@H](O)CN2CC2CCCCC2)cc1,-9,11,-2.3,0,.,3,-2.0,-0.3,3
O=C(CN1C(=O)NC2(CCCCC2)C1=O)NCc1cccs1,-5,7,0.3,7,-0.1,0,-1.7,0.1,1
CC(N)(C(=O)O)c1cccc(OCc2cccc(Cl)c2)c1 (configuration not stated),2,4,.,2,0.9,5,-0.8,-0.7,-6
Cc1cccc(NC(=O)CNC(=O)Cn2ncc(Cl)c(Cl)c2=O)c1C,4,9,0.5,2,1.3,.,1.1,-0.3,.
COc1ccc(CNC(=S)Nc2ccc(Br)cc2)cc1,12,-1,-1.9,0,-1.3,7,-2.0,-5.2,-6
CCOC(=O)c1csc(-c2csc(CCNC(=O)c3ccccc3)n2)n1,-4,5,0.2,-3,.,6,-1.6,-0.2,-1
N#CC1(NC(=O)CSc2nc3ccccc3s2)CCCCC1,-2,1,0.1,1,1.0,11,-1.8,-1.1,2
CCOC(=O)C1=CN(Cc2ccco2)S(=O)(=O)NC1c1ccc(C(F)(F)F)cc1 (configuration not stated),-3,-5,0.4,-2,.,4,-3.9,-1.1,13
CC(C)CNC(=O)c1c(N)n(/N=C/c2ccccn2)c2nc3ccccc3nc12,6,-5,0.7,-1,3.2,0,-2.2,0.2,11
COc1cc(OC)c(C(=O)Nc2ccc(C(=O)c3ccccc3)cc2)cc1OC,-26,7,0.2,-2,-0.2,2,-4.8,0.7,-9
CCOc1ccccc1N(CC(=O)Nc1cccc(OC)c1)S(=O)(=O)c1ccccc1,-19,7,0.9,0,-1.5,1,-0.6,-3.5,-9
Cc1cccc(-n2c(CNC(=O)c3cccc([N+](=O)[O-])c3C)n[nH]c2=S)c1,-6,5,-0.4,1,-2.7,1,-4.3,-0.6,-13
CC(=O)Nc1cc(C(=O)N2CCCC2)ccc1S(=O)(=O)c1ccc(Cl)cc1,-5,-6,0.3,1,1.3,6,-2.2,-0.1,-12
COc1ccc(-c2nsc(C(=O)N(c3ccc(F)cc3)C(C(=O)NC3CCCC3)c3ccc(OC)cc3)c2N)cc1 (configuration not stated),1,31*,-1.0,-1,-2.3,3,0.7,-0.7,-3
CCCc1c(C)nc2c(Br)cccc2c1Cl,-5,0,-0.1,1,-0.5,-2,-3.1,-1.0,-10
COc1ccccc1CNc1nc(NC(C)C)nc2ccsc12,-3,-2,-0.6,0,.,14,-6.8,-0.4,-5
CN(CCC#N)C(=O)COC(=O)c1nn(-c2ccccc2)c(=O)c2ccccc12,-4,7,.,-7,3.6,-7,-3.0,-0.3,-9
C[C@H](NC(=O)c1nc[nH]c1C(=O)N[C@@H](C)C(=O)OC(C)(C)C)C(=O)OCc1ccccc1,0,-3,6.7,-2,-0.7,3,-2.7,0.3,17
C[C@@]12C(=O)N(c3ccc(C(F)(F)F)cc3)C(=O)N1[C@@H]1c3ccccc3OC[C@@H]1[C@H]2c1ccccc1,0,0,-0.5,-3,-1.1,.,-2.9,-0.9,.
COC(=O)C1=C(c2ccccc2)C[C@@H]2CC[C@H]1N2C(=O)NCCNC(C)=O,2,4,-0.9,1,1.8,2,-1.2,0.6,7
Cc1ccc(C(=O)N/C(=C\c2ccc(F)cc2)C(=O)NCc2ccncc2)cc1,-8,1,0.8,3,.,.,-2.0,-2.0,.
Cc1ccc(C)c(-c2nnc(NC(=O)CS(=O)(=O)c3ccccc3)o2)c1,8,0,.,7,3.5,-2,0.0,3.8,-2
COc1ccc(Cn2nnc(C(=O)Nc3ccc4c(c3)OCCO4)c2N)cc1Br,6,5,-2.4,3,0.4,2,-2.5,-1.7,15
CN(C)CCOCCP(=O)(c1ccccc1)c1ccccc1,4,10,-0.6,1,2.9,-3,0.0,1.3,1
C[C@H](NC(=O)c1ccc(Cl)c(S(=O)(=O)N2CCOCC2)c1)c1nc2ccccc2[nH]1,-2,17,-5.9,5,-2.2,-4,-1.9,-0.9,0
O=C(NC1CCCC1)C(Cc1ccccc1)n1cccc1 (configuration not stated),-7,-15,0.1,-2,3.7,-5,-3.5,0.1,-1
O=C(/C=C/c1c(F)cccc1Cl)NCc1ccc2c(c1)OCO2,19,-2,-1.9,0,3.6,0,-3.7,2.6,9
Cc1ccccc1N1CCN(C2CCCN(C(=O)c3cn4c(C)cccc4n3)C2)CC1 (configuration not stated),1,-1,-1.1,0,0.4,-5,0.7,-0.8,5
CCC(=O)c1ccc(OCC(=O)NCCc2ccccn2)cc1,0,6,-0.8,5,-0.9,5,0.4,-0.6,-2
CCOCCOC(=O)C1=C(C)Nc2ccc(C)cc2S1,-10,20,-1.6,-2,1.3,-6,-0.3,2.5,-2
COc1cccc2c3c(c(C)nc12)CC(C)O3 (configuration not stated),0,4,-0.4,40*,-0.2,-8,-2.1,-0.6,-31

# Carrying on.
SMILES,BoNT F protease,GDH-TPI inh,Mtb BioA inh,FBA Mtb inh,Mtb UGM inh,PrPC surface inh,FadD28 binding,BoNT-A LC inh2,CCHFV vOTU inh
CCc1sc(C(=O)Nc2nc(-c3ccccn3)cs2)cc1C,-29,15,0.7,2,-0.5,.,-5.3,3.4,.
Cc1ccc(OCC(=O)c2c(N)n(C)c(=O)n(C)c2=O)c([N+](=O)[O-])n1,-3,8,6.1,-1,-4.2,-20,.,0.5,2
O=c1c2ccccc2nc2n1CCN2,0,4,-1.3,17,3.2,7,-3.1,-0.8,-19
O=C(Nc1cccc(F)c1)N1CCC(n2c(=O)[nH]c3ccccc32)CC1,-3,14,11,3,2.4,0,1.6,0.7,2
Cc1nn(-c2ccccc2)c2[nH]c(=O)c(CNCCN3CCOCC3)cc12,4,16,-0.9,8,0.0,-5,0.2,0.8,1
COc1ccc2c(CC(=O)Nc3cccc(S(=O)(=O)N4CCOCC4)c3)coc2c1,-4,4,.,3,-1.0,11,-2.2,4.0,5
CCc1cc(C(=O)c2ccc(OC)cc2)c(N)s1,?,-2,4.5,2,0.5,-6,1.3,-1.8,-5
Cc1ccc(NC(=O)CCNS(=O)(=O)c2cc(Br)cnc2N)cc1Cl,6,8,1.5,-1,-0.6,1,-2.7,1.4,8
COc1cc(/C=C2/SC(=S)N(CC(=O)O)C2=O)ccc1OC(=O)c1cccs1,-3,6,.,-1,-2.8,-20,3.3,1.9,20
COc1ccc(S(=O)(=O)N2CCOCC2)cc1Br,-2,4,0.1,-2,-0.1,4,-0.5,-0.2,3
O=C1N[C@H](Cc2ccccc2)CO1,-3,0,0.2,1,3.3,0,0.3,0.2,-2
O=C(CN1C(=O)CSc2ccccc21)NC1CCCC1,-4,-4,-1.8,-1,-1.1,9,-4.1,-0.5,-12
C=CCNc1nc(-c2cccc(OC)c2O)nc2ccccc12,8,15,-1.5,1,2.3,0,-2.1,5.3,10
COc1ccc(-n2c(SCC(=O)Nc3ccc(C(=O)O)cc3)nnc2-c2cccs2)cc1,5,-2,0.8,-7,-3.4,0,-4.4,0.1,-1
O=C(CCS(=O)(=O)Cc1ccccc1)N1CCN(c2ccc([N+](=O)[O-])cc2)CC1,-3,4,16,-8,-0.2,-16,-3.8,-0.6,3
COCCNC(=O)c1ccccc1NC(=O)CCSc1ccccc1,0,3,1.4,4,-1.2,9,-2.8,-0.1,1
O=C(NC(=S)Nc1cccc(Cl)c1N1CCCC1)c1ccc(-c2cccc([N+](=O)[O-])c2)o1,-2,10,-1.2,-4,-1.7,-7,0.0,-0.1,3
COc1cccc(N2CCN(c3ccc4nnc(CCC(=O)N5CCC(C)CC5)n4n3)CC2)c1,0,3,1.7,-1,2.3,-6,-1.6,-0.7,3

# Looked up one by one from above, 4 records:
SMILES,BoNT F protease,GDH-TPI inh,Mtb BioA inh,FBA Mtb inh,Mtb UGM inh,PrPC surface inh,FadD28 binding,BoNT-A LC inh2,CCHFV vOTU inh
O=C(CCS(=O)(=O)Cc1ccccc1)N1CCN(c2ccc([N+](=O)[O-])cc2)CC1,-3,4,16,-8,-0.2,-16,-3.8,-0.6,3
C=CCNc1nc(-c2cccc(OC)c2O)nc2ccccc12,8,15,-1.5,1,2.3,0,-2.1,5.3,10
O=C1N[C@H](Cc2ccccc2)CO1,-3,0,0.2,1,3.3,0,0.3,0.2,-2
O=C(CN1C(=O)CSc2ccccc21)NC1CCCC1,-4,-4,-1.8,-1,-1.1,9,-4.1,-0.5,-12

# No enrichment for hits. Share with any hit: about 4.8%.
